hgDAF12 agonist: H. glycines DAF-12 receptor agonists, primary screen, cell-based, luminescence, HEK293, GAL4 fusion, UAS-luciferase; Nuclear hormone receptor DAF-12 (Heterodera glycines), GAL4 fusion; activation, % at 6.8 µM; HEK293 GAL4-hgDAF12 UAS-luciferase reporter, agonist luminescence; normalized to butyrate control; actives 1.8% (n = 370,000);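 active = activation above a cutoff set at the mean of all screened compounds plus 3 SD, cut at about 10% in these data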;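 also: 0% = DMSO wells and 100% = sodium butyrate wells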
hcDAF-12 act: H. contortus DAF-12 nuclear receptor activators, primary screen, cell-based, luminescence, HEK293, lit1-tk-luc reporter; HEK293 hcDAF-12 lit1-tk-luc reporter; 0% DMSO, 100% Δ7-dafachronic acid; activation, % at 6.8 µM; actives 1.4% (n = 370,000);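 active = activation above the mean of all tested compounds plus 3 SD, cut at about 5.5% in these data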;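 also: 100% = response to 3 µM Δ7-dafachronic acid high control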
GAA850 FXN act: FXN promoter activators, primary screen, cell-based, luciferase luminescence, HEK293 lucGAA850; HEK293 lucGAA850 FXN promoter luciferase reporter, 24 h; percent of 10 µM SAHA response; AID 540364, 2011; actives 0.56% (n = 360,000); activation, % at 6 µM;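 active = activation above the average of all compounds screened plus 3 SD, cutoff fixed separately per campaign, cut at about 7.5% in these data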;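 also: 0% = DMSO wells and 100% = 10 µM SAHA wells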
GC-A act: GC-A stimulated cGMP production enhancers – HEK293 GC-A cells, cGMP TR-FRET, EC30 ANP, primary screen | actives 0.14% (n = 370,000) | 0% at EC30 ANP, 100% saturating ANP | activation, % at 10 µM | Atrial natriuretic peptide receptor 1 (Homo sapiens), P16066; in the data active = activation above about 40%
ssDAF-12 act: S. stercoralis DAF-12 nuclear receptor activators, primary screen, cell-based, luminescence, HEK293, GRIP1 co-expression, lit1-tk-luc; HEK293 ssDAF-12/GRIP1 lit1-tk-luc reporter; % of 3 µM dafachronic acid response; activation, % at 6.8 µM; Nuclear hormone receptor DAF-12 (Strongyloides stercoralis); AID 652126, 2013; actives 1% (n = 370,000);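 active = activation above the mean over all tested compounds plus 3 SD, cut at about 0.9% in these data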;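 also: 0% = DMSO-only wells and 100% = 3 µM delta7-dafachronic acid wells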
SMARCA2 act: SMARCA2 (BRM) function activators, primary screen, cell-based, luminescence, high throughput; AID 652017, 2013; activation, % at 9.1 µM; MG213 cells, MMTV-luciferase reporter, dexamethasone, overnight; actives 1% (n = 370,000); in the data active = activation above about 7.8%;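 also: 0% = vehicle wells and 100% = reference activator wells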
DAX1 inh-1: DAX1 (NR0B1) inhibitors, primary screen, cell-based, HEK293, Gal4-DAX1, luciferase luminescence. inhibition, % at 6.75 µM. AID 504766, 2011. actives 0.99% (n = 340,000). Nuclear receptor subfamily 0 group B member 1 (Homo sapiens), P51843. HEK293 Gal4-DAX1 luciferase reporter;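 active = inhibition above the mean over all tested compounds plus 3 SD, cut at about 4.2% in these data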;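 also: 0% = DAX1-transfected cells with DMSO and 100% = empty-vector control cells with DMSO; inhibition shows as a rise in luminescence from relieved DAX1 repression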
sPLA2-III inh: human group III sPLA2 inhibitors, primary screen, biochemical, QFRET, BODIPY PC-A2 liposome substrate. QFRET BODIPY PC-A2 liposome hydrolysis, fluorescence. inhibition, % at 12.2 µM. actives 0.56% (n = 370,000). AID 743126, 2013;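 active = inhibition above mean plus 3 SD of compounds lying within the high and low control bounds, cut at about 19% in these data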;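 also: 0% = median of test compound wells and 100% = no enzyme DMSO wells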
NPR2 activator: human GC-B receptor activators, primary screen, HEK293 GC-B cells, cGMP TR-FRET, EC30 CNP | Atrial natriuretic peptide receptor 2 (Homo sapiens), P20594 | 0% at EC30 CNP, 100% saturating CNP | activation, % at 10 µM | actives 0.11% (n = 370,000) | AID 1920062, 2024;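 active = activation at 10 µM reaching about 35% in either raw or pattern-adjusted values, limit read from the data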
Target sequence (P20594 whole entry, looked up): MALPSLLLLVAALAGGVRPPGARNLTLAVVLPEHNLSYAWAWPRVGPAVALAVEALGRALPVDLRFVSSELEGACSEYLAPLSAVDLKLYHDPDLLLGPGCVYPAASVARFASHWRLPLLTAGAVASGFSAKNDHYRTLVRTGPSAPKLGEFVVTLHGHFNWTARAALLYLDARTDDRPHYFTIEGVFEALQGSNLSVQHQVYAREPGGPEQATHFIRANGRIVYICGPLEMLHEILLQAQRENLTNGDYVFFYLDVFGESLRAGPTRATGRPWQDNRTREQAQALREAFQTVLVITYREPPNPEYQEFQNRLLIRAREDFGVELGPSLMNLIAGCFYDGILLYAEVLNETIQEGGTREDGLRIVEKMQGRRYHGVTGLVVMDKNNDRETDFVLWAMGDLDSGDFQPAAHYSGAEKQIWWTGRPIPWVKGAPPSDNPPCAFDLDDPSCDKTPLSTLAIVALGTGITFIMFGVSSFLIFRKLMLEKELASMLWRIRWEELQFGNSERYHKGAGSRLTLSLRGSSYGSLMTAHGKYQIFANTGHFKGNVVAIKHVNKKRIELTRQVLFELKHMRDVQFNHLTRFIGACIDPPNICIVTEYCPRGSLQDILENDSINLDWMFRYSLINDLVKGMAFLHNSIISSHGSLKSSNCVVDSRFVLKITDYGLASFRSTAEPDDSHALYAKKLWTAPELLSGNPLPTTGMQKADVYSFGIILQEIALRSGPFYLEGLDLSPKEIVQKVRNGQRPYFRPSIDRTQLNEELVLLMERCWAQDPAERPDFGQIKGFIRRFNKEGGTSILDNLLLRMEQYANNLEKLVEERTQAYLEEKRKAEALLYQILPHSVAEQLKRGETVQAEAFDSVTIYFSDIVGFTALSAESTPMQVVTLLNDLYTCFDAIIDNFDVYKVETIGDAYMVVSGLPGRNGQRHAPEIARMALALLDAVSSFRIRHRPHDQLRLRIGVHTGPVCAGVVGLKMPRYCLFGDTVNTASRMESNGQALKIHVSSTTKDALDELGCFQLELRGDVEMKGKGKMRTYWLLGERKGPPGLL
DAX1 inh-2: DAX1 (NR0B1) inhibitors on StAR promoter, primary screen, cell-based, luminescence, SF-1 (NR5A1), full-length DAX-1. AID 652010, 2013. actives 1.1% (n = 370,000). HEK293T StAR-luciferase reporter, SF-1/DAX-1 repression relief. inhibition, % at 6.8 µM;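 active = inhibition above the mean over all tested compounds plus 3 SD, cut at about 3.6% in these data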;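 also: 0% = DAX-1 cells with DMSO and 100% = cells lacking DAX-1 with DMSO; higher inhibition means more luminescence from relief of DAX-1 repression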
proKLK7 act: proKLK7 zymogen activators, primary screen, biochemical, fluorescence intensity; purified proKLK7, EDANS-DABCYL substrate fluorescence; 100% is mature enzyme control, 0% vehicle; actives 0.9% (n = 370,000); activation, % at 7 µM; AID 652039, 2013; Kallikrein-7 (Homo sapiens), P49862;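 active = activation above the mean of all tested compounds plus 3 SD, computed per campaign excluding outliers beyond control limits, cut at about 13% in these data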
Starred values were filed as active, the others as inactive.

How did Cc1ccc(CNC(=O)C2CC(=O)N(C3CCCCCCC3)C2)cc1 (stereo unspecified) do in these assays?
hgDAF12 agonist: -0.4; hcDAF-12 act: -1.0; GAA850 FXN act: 0.2; GC-A act: 0.9; ssDAF-12 act: -0.7; SMARCA2 act: -1.8; DAX1 inh-1: -0.1; sPLA2-III inh: -6.6; NPR2 activator: -1.4; DAX1 inh-2: -0.3; proKLK7 act: -0.2

Results for Cc1sc2ncnc(SCC(=O)Nc3nc(-c4ccc(F)c(F)c4)cs3)c2c1C ?
hgDAF12 agonist: -0.9; hcDAF-12 act: -0.8; GAA850 FXN act: 2.4; GC-A act: -1.1; ssDAF-12 act: -1.4; SMARCA2 act: 1.6; DAX1 inh-1: -0.4; sPLA2-III inh: 8.8; NPR2 activator: -5.5; DAX1 inh-2: 0.3; proKLK7 act: -0.3

How did COc1ccc(-c2nnc(SCC(=O)c3ccc[nH]3)n2-c2ccccc2)cc1 do in these assays?
hgDAF12 agonist: 6.9; hcDAF-12 act: 2.1; GAA850 FXN act: 1.6; GC-A act: -5.1; ssDAF-12 act: -1.4; SMARCA2 act: 0.0; DAX1 inh-1: 0.1; sPLA2-III inh: -20.2; NPR2 activator: -1.9; DAX1 inh-2: 1.3; proKLK7 act: 0.2

What do the screens show for `CC(C)CN1C(=O)CN(S(C)(=O)=O)CC1(C)C(=O)NCc1ccccc1` (stereo unspecified)?
hgDAF12 agonist: 0.1; hcDAF-12 act: -0.8; GC-A act: 1.6; ssDAF-12 act: -1.0; SMARCA2 act: -3.0; sPLA2-III inh: 5.6; NPR2 activator: 0.1; DAX1 inh-2: 0.8; proKLK7 act: 0.7

What do the screens show for `Cc1cc(-c2ccccc2)c2nncn2n1`?
hgDAF12 agonist: 1.2; hcDAF-12 act: 2.2; GAA850 FXN act: 2.4; GC-A act: -0.8; ssDAF-12 act: -0.9; SMARCA2 act: -1.1; DAX1 inh-1: 1.9; sPLA2-III inh: 2.7; NPR2 activator: 1.4; DAX1 inh-2: 0.1; proKLK7 act: 0.6

What do the screens show for `O=c1[nH]cnc(O)c1C(c1ccc([N+](=O)[O-])cc1)c1c(O)nc[nH]c1=O`?
hgDAF12 agonist: 1.3; hcDAF-12 act: -2.4; GAA850 FXN act: -0.1; GC-A act: -1.6; ssDAF-12 act: -1.1; SMARCA2 act: -2.4; DAX1 inh-1: 1.6; sPLA2-III inh: 4.5; NPR2 activator: 1.7; DAX1 inh-2: 0.2; proKLK7 act: -0.3

What do the screens show for `COc1ccc(OC)c(C(=O)CSc2nc3ccccc3n2CC(=O)NC(C)(C)C)c1`?
hgDAF12 agonist: -2.3; hcDAF-12 act: -1.5; GAA850 FXN act: -1.8; GC-A act: -14.6; ssDAF-12 act: -1.7; SMARCA2 act: 0.2; DAX1 inh-1: 0.1; sPLA2-III inh: -3.7; NPR2 activator: -13.0; DAX1 inh-2: 0.3; proKLK7 act: -0.2

Results for CCOc1ccccc1C1CC(=O)Nc2cc(OC)c(OC)c(OC)c21 (stereo unspecified) ?
hgDAF12 agonist: 3.5; hcDAF-12 act: -1.4; GAA850 FXN act: -0.1; GC-A act: -11.7; ssDAF-12 act: -1.2; SMARCA2 act: -1.8; DAX1 inh-1: 0.8; sPLA2-III inh: 7.5; NPR2 activator: -3.5; DAX1 inh-2: -0.4; proKLK7 act: 0.5

What do the screens show for `COc1ccccc1Oc1cc(C#N)c(C#N)cc1-n1nnc2ccccc21`?
hgDAF12 agonist: -0.1; hcDAF-12 act: -1.9; GAA850 FXN act: 1.8; GC-A act: 0.6; ssDAF-12 act: -2.0; SMARCA2 act: -1.4; DAX1 inh-1: -0.9; sPLA2-III inh: -1.1; NPR2 activator: -4.7; DAX1 inh-2: 0.5; proKLK7 act: 0.4

Results for Cc1cc(C)c(NC(=O)/C(=C/c2ccco2)c2ccccc2)c(C)c1 ?
hgDAF12 agonist: -0.4; hcDAF-12 act: -2.0; GAA850 FXN act: 2.3; GC-A act: -0.9; ssDAF-12 act: -1.3; SMARCA2 act: -0.6; DAX1 inh-1: -0.4; sPLA2-III inh: -7.9; NPR2 activator: -0.8; DAX1 inh-2: -0.4; proKLK7 act: -0.3

How did CCCc1nc2ccccc2c(C(=O)OCC(=O)Nc2c(C)n(C)n(-c3ccccc3)c2=O)c1CC do in these assays?
hgDAF12 agonist: 1.3; hcDAF-12 act: -0.4; GAA850 FXN act: -3.5; GC-A act: 2.5; ssDAF-12 act: -0.7; SMARCA2 act: 0.4; DAX1 inh-1: -0.5; sPLA2-III inh: -5.1; NPR2 activator: 6.8; DAX1 inh-2: -1.5; proKLK7 act: -0.4

What do the screens show for `C=C1C[C@H](O[C@@H]2O[C@H](CO)[C@@H](O)[C@H](O)[C@H]2O)[C@@H]2[C@H](OC(=O)[C@H]2C)[C@H]2[C@H](C)[C@H](O)C[C@@H]12`?
hgDAF12 agonist: 0.8; hcDAF-12 act: -1.3; GAA850 FXN act: -0.1; GC-A act: 3.4; ssDAF-12 act: -0.4; SMARCA2 act: 0.7; DAX1 inh-1: 1.7; sPLA2-III inh: -0.1; NPR2 activator: 8.3; DAX1 inh-2: 0.2; proKLK7 act: 0.2

What do the screens show for `O=C(Nc1ccc2nc(N3CCOCC3)sc2c1)c1ccccc1`?
hgDAF12 agonist: 4.3; hcDAF-12 act: 1.7; GAA850 FXN act: 1.8; GC-A act: 1.1; ssDAF-12 act: -1.8; SMARCA2 act: -2.7; DAX1 inh-1: 0.7; sPLA2-III inh: 9.9; NPR2 activator: 0.8; DAX1 inh-2: 0.6; proKLK7 act: 0.4

What do the screens show for `CCOC(=O)C1=C(C)OC(N)=C(C#N)C1c1ccoc1` (stereo unspecified)?
hgDAF12 agonist: 0.1; hcDAF-12 act: 0.2; GAA850 FXN act: 2.8; GC-A act: -0.7; ssDAF-12 act: -1.8; SMARCA2 act: 3.4; DAX1 inh-1: 0.9; sPLA2-III inh: -12.7; NPR2 activator: -0.9; DAX1 inh-2: -0.7; proKLK7 act: -0.1

Results for c1ccc(CCNc2nc(-c3ccncc3)nc3ccccc23)cc1 ?
hgDAF12 agonist: 0.1; hcDAF-12 act: -3.3; GAA850 FXN act: -3.3; GC-A act: 23.8; ssDAF-12 act: -2.1; SMARCA2 act: -1.9; sPLA2-III inh: -6.3; NPR2 activator: 17.2; DAX1 inh-2: -1.6; proKLK7 act: -1.1

What do the screens show for `CSc1ccc(CCNC(=O)CN2C(=O)CCSc3ccccc32)cc1`?
hgDAF12 agonist: 0.7; hcDAF-12 act: 1.0; GAA850 FXN act: 0.9; GC-A act: 0.7; ssDAF-12 act: -0.7; SMARCA2 act: -1.8; DAX1 inh-1: -1.2; sPLA2-III inh: -4.5; NPR2 activator: -2.5; DAX1 inh-2: -0.5; proKLK7 act: 0.4

How did COC(=O)CN(c1ccc(F)cc1)S(=O)(=O)c1ccc2c(c1)OCCO2 do in these assays?
hgDAF12 agonist: -1.1; hcDAF-12 act: -0.1; GAA850 FXN act: -1.9; GC-A act: -0.6; ssDAF-12 act: -1.1; SMARCA2 act: 0.0; DAX1 inh-1: -0.1; sPLA2-III inh: -0.9; NPR2 activator: -2.6; DAX1 inh-2: 0.4; proKLK7 act: 0.7

Results for CC(Sc1nnc(NC2CC2)s1)C(=O)Nc1ccc(S(N)(=O)=O)cc1 (stereo unspecified) ?
hgDAF12 agonist: 2.2; hcDAF-12 act: -0.3; GAA850 FXN act: -0.2; GC-A act: 1.3; ssDAF-12 act: -1.1; SMARCA2 act: -1.3; DAX1 inh-1: 0.9; sPLA2-III inh: -3.3; NPR2 activator: 2.5; DAX1 inh-2: 0.3; proKLK7 act: 0.2

Results for CCCC12C(=O)C(C)(C(c3ccccc3)=C1c1ccccc1)C1C(=O)N(c3ccc(C)cc3)C(=O)C12 (stereo unspecified) ?
hgDAF12 agonist: 2.7; hcDAF-12 act: -3.4; GAA850 FXN act: -0.5; GC-A act: -3.2; ssDAF-12 act: -0.5; SMARCA2 act: -1.4; DAX1 inh-1: -0.1; sPLA2-III inh: 14.0; NPR2 activator: 3.3; DAX1 inh-2: -0.2; proKLK7 act: 0.1

How did CN(C)S(=O)(=O)c1cccc(-c2nnc3n2CCCCC3)c1 do in these assays?
hgDAF12 agonist: -2.0; hcDAF-12 act: -0.8; GAA850 FXN act: 0.9; GC-A act: 4.8; ssDAF-12 act: -1.3; SMARCA2 act: -1.1; DAX1 inh-1: 1.4; sPLA2-III inh: 8.0; NPR2 activator: 6.0; DAX1 inh-2: 0.6; proKLK7 act: 0.6

Results for COc1cc(/C=N/NC(=O)c2ccc(CN3C(=O)c4cccc5cccc3c45)cc2)cc(OC)c1O ?
hgDAF12 agonist: 0.0; hcDAF-12 act: -2.3; GAA850 FXN act: 7.3; GC-A act: 0.5; ssDAF-12 act: -1.3; SMARCA2 act: -2.3; DAX1 inh-1: -1.9; sPLA2-III inh: -8.7; NPR2 activator: -5.9; DAX1 inh-2: -1.4; proKLK7 act: -3.9

What do the screens show for `CC(C)c1ccc(NC(=O)COC(=O)c2nn(C)c(=O)c3ccccc23)cc1`?
hgDAF12 agonist: 2.6; hcDAF-12 act: 2.7; GAA850 FXN act: 0.1; GC-A act: 4.8; ssDAF-12 act: -0.9; SMARCA2 act: 1.1; DAX1 inh-1: 0.2; sPLA2-III inh: -3.0; NPR2 activator: -2.1; DAX1 inh-2: -0.3; proKLK7 act: 0.3

How did O=C(Nc1ccccc1C(F)(F)F)C1CCN(C(=O)c2cccs2)CC1 do in these assays?
hgDAF12 agonist: 0.8; hcDAF-12 act: -0.4; GAA850 FXN act: 0.8; GC-A act: -1.9; ssDAF-12 act: -0.6; SMARCA2 act: 1.8; DAX1 inh-1: -0.7; sPLA2-III inh: -0.4; NPR2 activator: -0.1; DAX1 inh-2: -0.1; proKLK7 act: -0.3

Screening results (PubChem BioAssay)
